Screening data deposited in PubChem by several laboratories.
PhoP inhibition: inhibitors of PhoP regulon expression, primary screen, Salmonella Typhimurium, GFP reporter (AID 1863); S. Typhimurium PhoP-regulated promoter GFP reporter, 4 h; higher % means a stronger effect; inhibition, % at 50 µM, or IC50 in µM where a hit was titrated; actives 0.16% (n = 300,000);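 active = inhibition over 29.93%, a cutoff 3 SD above the screen mean, later confirmed by dose response; inconclusive = inhibition over 29.93% but no dose response follow-up; inactive = inhibition at most 29.93% or unconfirmed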;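 also: 0% = low Mg2+ inducing control and 100% = high Mg2+ repressing control; strong numbers were not always called active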
b-catenin transl: modulators of beta-catenin nuclear translocation, primary screen, imaging, HeLa cells, immunofluorescence, high-content | actives 0.3% (n = 190,000) | nuclear translocation activity, % at 5 µM;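 active = nuclear translocation activity above 50% at 5 µM, with a well cell count of 50 or more; inconclusive = wells under 50 cells across six images, flagged as toxic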;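 also: per-cell ratio of nuclear to cytoplasmic median beta-catenin stain intensity; plate controls were DMSO negative control for no effect and GSK-3 inhibitor IX positive control for full effect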
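System: HeLa cells, endogenous beta-catenin; compound dosing: 5 µM primary single dose, 0.1% DMSO, 0.02–20 µM confirmation series; incubation: 24 h compound exposure at 37°C, 5% CO2; signal: beta-catenin immunofluorescence imaging with DAPI; evaluation: % activation, nuclear-to-cytoplasmic median beta-catenin signal ratio per cell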
T cell modulator: modulators of CD8 T cell-vesicle binding, primary screen, mouse 2C CD8+ T cells, flow cytometry; 2C CD8+ T cell-vesicle binding; active compounds read low; calls only at 7 µM; actives 0.068% (n = 330,000); AID 2052, 2009;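 active = response, share of CD8 T cells binding vesicles, and their 90th percentile fluorescence all below set limits, cut at about 80% in these data, passing the limit was not always enough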
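Incubation: binding step 1.5 h, 37 °C, antibody labelling 20 min, ice; system: murine 2C transgenic CD8+ T lymphocytes; technique: cytometric PE anti-B7-1 and Alexa647 anti-CD8 signals after 1% paraformaldehyde fixation; also added: QL9-charged Drosophila Ld/ICAM-1/B7-1 vesicles; control set: naked versus QL9-loaded vesicles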
SV40 large T antigen: SV40 large T antigen inhibitors, biochemical (AID 1903); SV40 large T antigen ATPase/helicase inhibition assay; higher % means a stronger effect; one-dose inhibition, % at 20 µM; IC50 in µM for titrated hits; actives 0.39% (n = 310,000); in the data active = a potency from the dose series; inconclusive = inhibition mostly from about 32% at the one dose, without a potency; inactive = the rest, 99 in 100 with inhibition below about 32%; also: strong numbers were not always called active
West Nile virus CPE: West Nile virus antiviral activity, cell-based, CPE readout (AID 1621) | West Nile virus-infected cells, CPE inhibition; higher % means a stronger effect | CPE inhibition, % at 10 µM; hits with a dose series show IC50 in µM | actives 0.02% (n = 290,000); in the data active = a potency from the dose series; inconclusive = CPE inhibition mostly from about 3.7% at the one dose, without a potency; inactive = the rest, 99 in 100 with CPE inhibition below about 2.2%; also: strong numbers were not always called active
WT yeast gro inh: growth inhibition of WT strain, primary screen, mitochondrial fusion inhibitor project, WT and mutant strains, chemical genetic | inhibition, % at 10 µM | mitochondrial fusion phenotypic screen | actives 2.1% (n = 190,000); in the data active = inhibition above about 58%; tested in S. cerevisiae
MgcRacGAP inhibition: MgcRacGAP GTPase-activating activity inhibitors, confirmation, biochemical, ADP Hunter fluorescence. Rac GTPase-activating protein 1 (Homo sapiens). MgcRacGAP-stimulated Rac1 GTP hydrolysis, ADP Hunter fluorescence; higher % means a stronger effect; GST-tagged Rac1 F28L mutant substrate. one-dose inhibition, % at 30 µM; IC50 in µM for titrated hits. actives 0.6% (n = 340,000);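 active = first-screen hits whose inhibition reached a set limit at any dose in the follow-up dose series; inconclusive = inhibition above the set first-screen limit but never retested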;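 also: fluorescence reports GDP produced by GAP-driven GTP hydrolysis; strong numbers were not always called active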
RSV antiviral HEp-2: RSV antiviral activity via CPE protection, HEp-2 cells, primary 10 µM value included (AID 2391); HEp-2 cells, RSV-induced CPE inhibition; higher % means a stronger effect; CPE inhibition, % at 10 µM; hits with a dose series show IC50 in µM; actives 0.13% (n = 310,000); in the data active = a potency from the dose series; inconclusive = CPE inhibition mostly from about 23% at the one dose, without a potency; inactive = the rest, 99 in 100 with CPE inhibition below about 21%; also: strong numbers were not always called active
Myeloid diff 2: induction of myeloid progenitor differentiation, primary screen, cell-based, flow cytometry, MLPCN library; calls only at 10 µM; AID 624256, 2012; actives 1% (n = 360,000); ER-HoxA9 myeloid progenitors, lysozyme-GFP differentiation;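 active = normalized GFP-positive differentiation at or above the plate's own cutoff, the solvent-only control mean plus 3 SD; inconclusive = no clear call, values can overlap the other calls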;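 also: cells exposed to compound for four days before flow analysis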
WT yeast gro inh mutant strain: further read-out of WT yeast gro inh, marked with its call; inhibition, %; mitochondrial fusion phenotypic screen, mutant strain inhibition
b-catenin transl cell count 5 µM: also measured in b-catenin transl; calls as there; cell count; measured here: cell count, cytotoxicity flag
T cell modulator vesicle-bound %: recorded beside T cell modulator, whose call it bears; double positive events, %; measured here: CD8+ vesicle-bound cell fraction;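 binding gate set so that unloaded-vesicle control wells show 10% double positive cells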
Myeloid diff 2 GFP+ MAC1+ %: second read-out of Myeloid diff 2, no call of its own (marks repeat the call); GFP+ MAC1+ double positive, %; measured here: differentiation confirmed by MAC1 staining
An asterisk follows results filed as active; i = inactive; ? = inconclusive; . = not tested or not shown.

SMILES	PhoP inhibition	b-catenin transl	b-catenin transl cell count 5 µM	T cell modulator	T cell modulator vesicle-bound %	SV40 large T antigen	West Nile virus CPE	WT yeast gro inh	WT yeast gro inh mutant strain	MgcRacGAP inhibition	RSV antiviral HEp-2	Myeloid diff 2	Myeloid diff 2 GFP+ MAC1+ %
O=C(O)c1ccccc1C(=O)NCC(O)COCC1CC=CCC1 (centres undefined)	-1%	-9.8	996	i	18	6%	0.1%	6	-5	9%	1.2%	i	8.3
C=CCn1c(=N)n(CC(=O)c2ccc(Br)s2)c2ccccc21	19%	-5.3	557	i	60	-3%	-1.2%	21	5	0%	1.2%	i	0.4
Cc1nc(NC(=O)c2cccc(Cl)c2)sc1-c1csc(Nc2cccc(Cl)c2)n1	0%	-1.4	1330	i	13	2%	-0.4%	-16	-6	.	17%	.	.
Cc1cc(C(=O)COC(=O)CNC(=O)c2ccc(F)cc2)c(C)n1Cc1ccco1	2%	-1.3	995	i	24	7%	-0.2%	9	8	9%	1.7%	i	0.4
Cn1cc(C(=O)C(=O)NCCc2ccccc2)c2ccccc21	-1%	.	.	i	58	18%	-0.8%	.	.	12%	5.4%	i	0.6
Cc1cccc(NC(=O)c2cc(-c3ccc(C)c(C)c3O)n[nH]2)c1	10%	.	.	i	16	-4%	-0.2%	.	.	9%	3.0%	i	0.4
Cc1cc(C)n2nc(S(=O)(=O)NC3CCCCC3)nc2n1	13%	1.1	1031	i	29	5%	-0.1%	1	-1	1%	1.9%	i	1.3
Nc1cc(N)nc(SCC(=O)NC(=O)NC2CCCC2)n1	.	.	.	i	3	.	.	.	.	5%	0.5%	i	1.0
O=C(Nc1cc(C(F)(F)F)ccc1Cl)c1cccnc1	-6%	.	.	i	36	-4%	-1.4%	.	.	-16%	-1.8%	i	0.8
O=C(Nc1ccc(F)c(F)c1)c1ccc(-n2cncn2)c([N+](=O)[O-])c1	.	.	.	i	35	.	.	.	.	-7%	23%	i	0.8
Cc1ccc(N2C(=O)CS(=O)(=O)CC2=O)cc1	-5%	-3.0	1158	i	43	7%	0.4%	0	2	.	2.1%	i	0.1
Cc1ccc(/C=C2\SC(=S)N(CC(=O)Nc3ncc(Cc4ccccc4Cl)s3)C2=O)cc1	-4%	-1.6	962	.	.	6%	.	4	-18	.	2.5%	.	.
COc1ccc(CCN2CC(O)=C(c3nc4ccccc4c(=O)[nH]3)C2=N)cc1OC	16%	.	.	i	27	8%	0.0%	15	-11	7%	3.9%	i	2.7
C=CCN1C2CCCC1CC(NC(=O)Nc1cccc(C(C)=O)c1)C2 (centres undefined)	3%	3.3	957	i	11	5%	-0.7%	-11	-5	-4%	-0.1%	i	0.7
CC1Oc2ccccc2N(Cc2ccc(F)cc2)C1=O (centres undefined)	5%	.	.	i	56	22%	0.3%	.	.	8%	-0.9%	i	0.3

2 of the compounds above, comma-delimited:
SMILES,PhoP inhibition,b-catenin transl,b-catenin transl cell count 5 µM,T cell modulator,T cell modulator vesicle-bound %,SV40 large T antigen,West Nile virus CPE,WT yeast gro inh,WT yeast gro inh mutant strain,MgcRacGAP inhibition,RSV antiviral HEp-2,Myeloid diff 2,Myeloid diff 2 GFP+ MAC1+ %
Cc1cc(C)n2nc(S(=O)(=O)NC3CCCCC3)nc2n1,13%,1.1,1031,i,29,5%,-0.1%,1,-1,1%,1.9%,i,1.3
Nc1cc(N)nc(SCC(=O)NC(=O)NC2CCCC2)n1,.,.,.,i,3,.,.,.,.,5%,0.5%,i,1.0

Continuation.
SMILES	PhoP inhibition	b-catenin transl	b-catenin transl cell count 5 µM	T cell modulator	T cell modulator vesicle-bound %	SV40 large T antigen	West Nile virus CPE	WT yeast gro inh	WT yeast gro inh mutant strain	MgcRacGAP inhibition	RSV antiviral HEp-2	Myeloid diff 2	Myeloid diff 2 GFP+ MAC1+ %
Cn1c(CNC(=O)CCNC(=O)c2cccc(Cl)c2)cc(=O)n(C)c1=O	0%	.	.	i	10	5%	0.2%	.	.	-5%	2.7%	i	2.3
O=C(N[C@@H](Cc1c[nH]c2ccccc12)C(=O)O)C1CCN(S(=O)(=O)c2cccs2)CC1	-3%	.	.	i	65	7%	-0.2%	.	.	9%	0.1%	i	0.3
COc1ccc(N/N=C(/C(N)=O)C2=NC(C)(C)Cc3ccccc32)cc1	-8%	-6.1	544	i	37	9%	-1.0%	8	4	14%	6.5%	i	0.3
CCOC(=O)N1CCN(C(=O)c2ccccc2NC(C)=O)CC1	9%	-1.0	1481	i	43	16%	0.6%	3	-14	5%	-0.2%	i	0.9
O=C(CCCN1C(=O)/C(=C/c2cccs2)SC1=S)Nc1cccnc1	-1%	1.2	1545	i	32	6%	-0.5%	8	-9	5%	1.8%	i	0.0
CCCC(=O)Nc1ccc(-c2nc3cc(C)c(C)cc3o2)cc1	0%	1.1	1407	i	14	-1%	-0.9%	21	18	-3%	48µM*	i	7.8
Cc1ccc(NS(=O)(=O)c2cc(C(=O)N3CCN(CCO)CC3)ccc2C)cc1	.	.	.	i	42	.	.	.	.	18%	0.3%	i	0.4
Nc1nc(SCc2c(Cl)cccc2Cl)n[nH]1	18%	.	.	i	13	-3%	-0.1%	-6	-15	5%	0.0%	i	0.7
O=C(c1ccc(N2CCOCC2)c([N+](=O)[O-])c1)N1CCCCC1	-3%	.	.	i	66	11%	-0.3%	.	.	1%	0.3%	i	0.0
Cc1ccc(NC(=O)C2(c3ccc([N+](=O)[O-])cc3)CCCC2)cc1	-1%	1.9	1084	i	63	-7%	-0.2%	-5	9	4%	1.9%	i	0.3
COc1cccc(C2CC(C(F)(F)F)n3ncc(C(=O)NCc4ccco4)c3N2)c1 (centres undefined)	2%	2.7	976	i	18	-1%	-0.3%	-17	-2	12%	2.3%	i	0.6
O=C(Nc1ccc(S(=O)(=O)Nc2ncccn2)cc1)c1cccc(S(=O)(=O)N2CCOCC2)c1	10%	0.9	1063	i	17	8%	0.4%	.	.	6%	0.4%	i	0.4
Cc1nnsc1-c1nc2ccccc2[nH]1	8%	-2.5	802	i	36	13%	0.5%	15	18	2%	1.7%	i	0.8
CCOc1cc(/C=C(\C#N)C(=O)Nc2ccc(S(N)(=O)=O)cc2)ccc1OCCN1CCOCC1	-4%	.	.	i	8	16%	0.0%	.	.	14%	0.9%	i	1.1
CCC(=NC)C1=C(O)CC(c2ccccc2)CC1=O (centres undefined)	9%	.	.	i	61	4%	-0.5%	.	.	8%	0.9%	i	0.4
CC(O)CNc1nc2c(c(=O)n(C)c(=O)n2C)n1Cc1cccc(Br)c1 (centres undefined)	-6%	-4.1	956	i	36	1%	-0.4%	-11	5	0%	-1.1%	i	2.9
Cc1nc2c(ccc3c([N+](=O)[O-])cccc32)c(C)c1C	8%	1.4	1017	i	13	-1%	-0.4%	-12	-3	4%	1.4%	i	0.5
COc1cc(C(=O)N2CCN(c3cccc(C)c3C)CC2)cc(OC)c1OC	3%	64*	397*	i	15	6%	1.2%	11	2	5%	2.9%	?	.
N#CC1=C(N)Oc2nc[nH]c(=O)c2C1c1cccs1 (centres undefined)	-10%	0.7	1077	i	38	2%	0.0%	3	-7	.	1.8%	i	0.2
O=C(CC1CCC1)NC(c1ccccc1)c1ccccc1	-1%	-0.8	1523	i	41	6%	-0.9%	3	13	1%	2.6%	i	0.1
COc1ccc(N=C(C)C2=C(O)COC2=O)cc1	27%	-0.1	1139	i	53	-3%	0.1%	9	0	2%	2.7%	i	1.1
O=C1[C@H]2[C@H](C=CC[C@H]2C(=O)N2CCN(c3ccccc3)CC2)CCN1Cc1ccc(Cl)c(Cl)c1	.	.	.	i	50	4%	-0.6%	.	.	7%	1.7%	i	0.0
c1cncc(-c2nnc(SCc3nc4ccccc4[nH]3)o2)c1	8%	.	.	i	41	5%	-0.4%	-17	-3	5%	0.9%	i	0.7
COc1ccc(C(=O)NNC2CC(=O)N(Cc3ccccc3)C2=O)cc1OC (centres undefined)	-8%	0.4	1091	i	33	15%	0.2%	-4	-4	-10%	1.1%	i	0.5
COCCNc1ccc([N+](=O)[O-])cc1C(=O)NC1CCCc2ccccc21 (centres undefined)	6%	.	.	i	24	3%	-0.1%	.	.	5%	14%	i	0.5
COc1ccc(NC(=O)C2=NNC(=O)CC2)cc1S(=O)(=O)N1CCCCC1	-8%	-0.5	1287	i	41	21%	-0.2%	.	.	4%	-1.1%	i	0.1
CSc1cccc(NC(=O)/C=C/c2cccc(Cl)c2)c1	-5%	.	.	i	48	7%	0.3%	83*	72*	10%	?	i	0.1
O=C(O)CSc1nnc(C2COc3ccccc3O2)n1-c1ccccc1 (centres undefined)	-14%	-1.5	1093	i	48	2%	0.5%	10	9	8%	1.1%	i	1.3
Cc1ccc(NC(=O)CSc2nc(NS(=O)(=O)c3ccccc3)cc(=O)[nH]2)cc1	-4%	.	.	i	22	20%	0.1%	10	6	9%	0.7%	i	2.0
COc1cccc(N2CCN(C(=S)NCc3ccco3)CC2)c1	8%	0.1	1305	i	17	3%	-0.3%	-3	3	0%	-0.1%	i	1.0
COc1ccc(C2=C(Nc3ccc(F)cc3)c3ccccc3C2=O)cc1	9%	-2.8	1199	i	32	-9%	-0.2%	1	-4	10%	2.6%	i	0.1
COC(=O)CSc1ccsc1C(=O)O	-3%	-0.1	1067	i	51	22%	.	0	1	10%	1.9%	i	0.3
N#C/C(=C\c1c(N2CCCCCC2)nc2ccccn2c1=O)C(=O)NCc1ccco1	-8%	-3.0	1161	i	59	15%	1.5%	.	.	12%	.	i	0.3
COc1ccc(NC(=S)N2CCC(Cc3ccccc3)CC2)cc1	4%	.	.	i	17	7%	-0.3%	.	.	9%	1.0%	i	0.9
Cc1ccc(-n2c(N)c(C(=O)N3CCOCC3)sc2=S)cc1	11%	-0.2	1011	i	24	0%	0.0%	3	18	5%	.	i	5.3

Compounds as they come, and some 3.6% of all compounds hit somewhere here.
